TCR-CD3 inh – blocks the human TCR-CD3 interaction | TAMRA-labeled TCR probe fluorescence, biochemical | hit rate 0.37% among 360,000 | AID 651800 | inhibition, % at 9.4 µM; in the data active = inhibition above about 19%;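 note: recombinant mutant TCR 2C K166C tagged with TAMRA read by polarization; 0% = receptor in buffer alone and 100% = receptor with positive control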
PRMT1 FP inh – inhibitors of human PRMT1; Q99873; recombinant PRMT1, activity-based probe fluorescence polarization; inhibition, % at 2.79 µM; hit rate 1.3% among 370,000;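 active = inhibition above about 21% made by adding two undisclosed values, limit read from the data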
MBD2 inh – blocks human MBD2 binding to methylated DNA | TR-FRET, MBD2 binding to methylated oligonucleotide | inhibition, % at 4.4 µM | hit rate 0.31% among 370,000 | AID 686964; in the data active = inhibition above about 13%
SIAE primary – blocks human sialic acid acetylesterase; Q9HAT2; SIAE FP-Rh probe binding, fluorescence polarization; inhibition, % at 9.66 µM; hit rate 0.69% among 370,000; AID 1053197;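 active = inhibition above a cutoff: mean of compounds within the control limits plus 3 SD of those, cut at about 17% in these data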;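 note: 0% = plate median of compound wells and 100% = probe without SIAE protein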
HTRA1 inhibitor – blocks human HTRA1 serine peptidase. Q92743. recombinant HTRA1, FP-rhodamine activity-based probe, fluorescence polarization. inhibition, % at 5.96 µM. hit rate 0.5% among 340,000; in the data active = inhibition above about 36%;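 note: 0% = enzyme with DMSO and 100% = wells lacking enzyme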
Target sequence (Q92743 whole entry, looked up): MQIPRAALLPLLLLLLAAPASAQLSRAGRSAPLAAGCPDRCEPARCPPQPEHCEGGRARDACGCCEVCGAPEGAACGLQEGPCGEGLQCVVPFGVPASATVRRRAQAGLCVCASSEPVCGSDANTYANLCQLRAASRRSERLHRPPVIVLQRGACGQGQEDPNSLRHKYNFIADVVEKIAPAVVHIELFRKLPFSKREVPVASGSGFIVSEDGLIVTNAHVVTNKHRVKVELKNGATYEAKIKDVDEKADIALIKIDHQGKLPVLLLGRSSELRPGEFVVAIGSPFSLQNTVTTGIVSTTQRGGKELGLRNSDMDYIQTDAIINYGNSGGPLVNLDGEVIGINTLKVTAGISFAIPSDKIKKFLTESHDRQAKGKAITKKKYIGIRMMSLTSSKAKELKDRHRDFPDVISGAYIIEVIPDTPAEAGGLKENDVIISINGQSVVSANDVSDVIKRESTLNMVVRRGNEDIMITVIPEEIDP
NPR2 activator – GC-B (human) receptor activation; hit rate 0.11% among 370,000; P20594; HEK293-GC-B cells, CNP EC30, cGMP TR-FRET; 0% at EC30 CNP, 100% saturating CNP; activation, % at 10 µM;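 active = activation at 10 µM reaching about 35% in either raw or pattern-adjusted values, limit read from the data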
TDP2 inh – TDP2 (human) inhibition, absorbance primary screen; O95551; recombinant TDP2, T5PNP hydrolysis, p-nitrophenol absorbance 415 nm; inhibition, % at 12.8 µM; hit rate 0.34% among 370,000; AID 720702;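 active = inhibition above the mean of all tested compounds plus 3 SD, set per campaign, cut at about 25% in these data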;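 note: 0% = DMSO with enzyme and 100% = buffer with substrate but no TDP2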
Target sequence (O95551 whole entry, looked up): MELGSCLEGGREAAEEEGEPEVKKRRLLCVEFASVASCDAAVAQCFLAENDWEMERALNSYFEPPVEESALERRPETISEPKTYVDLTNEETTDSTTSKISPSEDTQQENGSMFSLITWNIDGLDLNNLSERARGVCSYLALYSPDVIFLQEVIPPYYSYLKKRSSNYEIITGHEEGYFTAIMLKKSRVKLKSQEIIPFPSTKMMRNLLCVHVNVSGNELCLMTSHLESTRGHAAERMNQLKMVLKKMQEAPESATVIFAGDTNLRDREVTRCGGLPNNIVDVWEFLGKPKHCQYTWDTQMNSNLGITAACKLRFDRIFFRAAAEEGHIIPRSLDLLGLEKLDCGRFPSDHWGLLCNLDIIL
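test system = human TDP2 enzyme | input = TDP2 enzyme at 120 nM final | medium = 50 mM Tris-HCl pH 7.5 with Mg2+, KCl, DTT, BSA | also added = T5PNP substrate, 5 mM | times = 2 h at 37 °C | technique = epi absorbance | benchmarks = high control without enzyme, low control DMSO plus TDP2 | replication = each compound tested once, singlicate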
LEDGF integ inh – blocks HIV-1 LEDGF/p75-dependent DNA integration. TR-FRET IN-LEDGF/p75 DNA integration, Eu/Cy5. inhibition, % at 3.7 µM. hit rate 0.64% among 370,000. AID 743269;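 active = inhibition above the screen-wide mean plus 3 SD, cut at about 13% in these data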;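 note: signal is the Cy5 over europium emission ratio at 671 and 618 nm; 0% = plate median of compound wells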
mABHD4 FP – inhibits mouse alpha/beta hydrolase domain 4. inhibition, % at 8.92 µM. purified mABHD4, FP-Rh probe fluorescence polarization. hit rate 0.54% among 370,000. AID 720543;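 active = inhibition exceeding the mean over every tested compound plus 3 SD, cut at about 30% in these data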;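 note: 0% = plate median of compound wells and 100% = S159A mutant with DMSO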
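system = mouse ABHD4 enzyme, wild type | medium = HEPES pH 7.0, NaCl, Pluronic buffer | also added = FP-Rh probe | incubation = Enzyme–compound pre-incubation 45 min, then probe 60 min, both 25 °C | technique = fluorescence polarization, excitation 525 nm, emission 598 nm, BODIPY TMR filters | controls = S159A mutant high control, sample median low control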
rCAG binder – binds r(CAG) RNA repeats; r(CAG) RNA repeat, TO-PRO-1 dye displacement fluorescence; inhibition, % at 3 µM; hit rate 1.3% among 370,000; AID 651821;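 active = inhibition above the plate cutoff, the mean of all test compounds on that plate plus 3 SD, cut at about 35% in these data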;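 note: 0% = DMSO alone and 100% = 100 µM mitoxantrone as full dye displacement; higher means more dye released from RNA so lower well fluorescence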
Active calls of the source: *; nt = no result given. Not all compounds are listed. The share of hits here may be higher or lower than overall.

structure	TCR-CD3 inh	PRMT1 FP inh	MBD2 inh	SIAE primary	HTRA1 inhibitor	NPR2 activator	TDP2 inh	LEDGF integ inh	mABHD4 FP	rCAG binder
O=C(CCn1cnc2ccccc2c1=O)Nc1ccc(S(=O)(=O)N2CCCCC2)cc1	-6	-3	0	0	1	4	-16	0	-4	0
COC(=O)C(c1ccccc1)C(C(=O)OC)c1ccccc1 (stereo unspecified)	-3	1	-1	-2	7	1	5	-3	1	-2
Clc1nssc1=Nc1ccc(Br)cc1	4	72*	-1	10	4	19	-9	0	4	3
O=C(O)Cc1ccc(NC(=O)COc2ccc3ccccc3c2)cc1	2	0	1	-11	-2	-5	-7	-5	2	5
CSc1ccccc1NC(=O)Cc1ccccc1	-4	4	12	1	-3	1	-4	4	-7	0
COc1ccc(CCNC(=O)C2CCN(S(=O)(=O)N3CCC(C)CC3)CC2)cc1OC	4	-6	1	7	-3	-4	11	-1	-2	-7
COc1ccc(CC(=O)N2CCC(C)(C(=O)NS(=O)(=O)C3CC3)C2)cc1OC (stereo unspecified)	2	3	0	5	nt	5	0	0	-2	2
Cc1cc(C)c(C#N)c(SCC(=O)N(CCC#N)c2ccc3c(c2)OCCO3)n1	9	-1	-6	2	2	4	25*	4	-1	-3
O=C(Nc1ccc(S(=O)(=O)Nc2nccs2)cc1)c1cccc(N2C(=O)c3ccccc3C2=O)c1	1	5	8	-27	-10	-5	-2	-1	-14	69*
COc1ccc(C(C)C)cc1-c1cc(C(=O)NCc2cc(C(F)(F)F)cc(C(F)(F)F)c2)[nH]n1	4	1	1	3	nt	1	-7	-2	5	1
Cc1cccc(NC(=O)CN(CCc2ccccc2)S(C)(=O)=O)c1	4	-1	-2	0	2	-3	-4	-6	-7	2
CCCN(CCC(=O)Nc1ccccc1F)CC1CC1	5	-1	0	-1	-2	2	-3	0	2	2
Cc1cc(C)c(S(=O)(=O)NCc2ccccn2)cc1C	2	4	5	2	-1	-3	0	-1	0	-2
CN1CCN(CC(=O)N(Cc2c(C#N)c3ccccc3n2C)c2ccccc2)CC1	2	-3	-6	2	-12	1	4	3	10	-5
COc1ccc(Br)cc1/C=N/n1c(COc2ccccc2)n[nH]c1=S	-11	-2	-3	-2	4	-3	-12	6	-14	4
O=C(CSCc1ccccc1Cl)NNC(=O)c1ccccc1	4	-2	1	6	0	2	9	-1	-1	1
COc1ccc(CCNc2nnc(Sc3nnnn3-c3ccccc3)s2)cc1OC	11	-5	-2	8	3	4	1	-2	-6	-1
CCC(C)c1ccc(O)c(NC(=S)NC(=O)c2cccnc2)c1 (stereo unspecified)	7	-3	3	8	-25	2	-12	4	-1	-3
CCCC(C)NC(=O)c1cccc(Oc2ccccc2)c1 (stereo unspecified)	1	-1	1	0	-7	3	17	0	-11	-4
c1ccc(-c2nn3c(C4CCCCC4)nnc3s2)cc1	-2	-2	3	-6	4	-6	-10	2	6	-6
CCN(CC(=O)Nc1ccc2c(c1)OCCO2)C(=O)CCOc1ccccc1	6	0	0	-3	-1	1	-6	4	4	0
Cc1ccc(-c2nc(CS(=O)(=O)CC(=O)NCCCN3CCOCC3)c(C)o2)cc1	2	-5	-2	0	4	-1	-9	0	4	-4
CN(C)c1ccc(-c2nnn(CC(=O)N3c4ccccc4CCc4ccccc43)n2)cc1	4	2	-4	5	7	4	0	-3	0	0
COCc1cc(=O)n2[nH]c(-c3ccco3)cc2n1	-4	3	4	-7	6	4	6	-3	7	5
COCCNc1c2c(c(C#N)c3nc4ccccc4n13)CCCC2	-2	-2	-6	5	1	5	3	-6	11	-2
COc1ccc(-n2c(Cc3cccs3)nnc2SCC(=O)Nc2ccc(OCc3ccccc3)cc2)cc1	nt	4	1	-14	nt	-8	4	2	-27	12
CSc1ccccc1NC(=O)COc1ccc(S(=O)(=O)N2CCCC2)cc1	-2	4	1	0	6	-1	3	3	-3	-2
CC1=C(C#N)S(=O)(=O)C(C#N)C(c2ccccc2)C1 (stereo unspecified)	2	-2	-10	6	nt	5	11	3	-3	30
Oc1ccc(N=Cc2cc(Br)c(N3CCOCC3)o2)cc1	32*	10	-1	4	15	-1	0	0	42*	8
NC(=O)c1nnn(-c2ccccc2)c1N	2	2	3	2	3	-1	5	-3	3	-3
Cc1ccc(N2C(=O)c3ccccc3C2=O)cc1Cl	-2	3	1	1	-2	5	-3	6	-5	1
NC(c1csc(NC(=O)Nc2cccc(C(F)(F)F)c2)n1)C1CCCCC1 (stereo unspecified)	-6	-2	2	-4	nt	4	-9	8	17	35*
O=C(COc1ccc([N+](=O)[O-])cc1)NNC(=O)c1cccnc1	4	-5	-5	-4	-2	-5	15	2	-2	0
CC(C)C[C@H]1CN([C@@H](Cc2ccccc2)CN2CCC[C@@H]2CN2C(=O)C(=O)NC[C@@H]2Cc2ccc(O)cc2)C(=O)C(=O)N1CC1CCCCCC1	-4	-1	8	-2	nt	8	-9	-2	5	8
O=C(NC(CC(=O)N1CCN(c2ccccc2O)CC1)c1ccccc1)c1ccccc1Cl (stereo unspecified)	9	-3	4	3	-4	6	1	0	0	8
COc1ccc(C2N(S(=O)(=O)c3ccc(C)cc3)CCN2S(=O)(=O)c2ccc(C)cc2)cc1	-5	3	-2	-3	-37	5	-8	-1	-9	8
Cc1cccc(C)c1NC(=O)CN(C)C(=O)Cc1cccc(C(F)(F)F)c1	-1	-3	-4	-1	-3	1	6	1	-1	-1
Cc1cc(=O)n2c(C)n[nH]c2n1	0	0	-1	-1	6	6	6	-3	5	3
C=CCN(C(=O)c1csnn1)C(C(=O)NCc1ccc(F)cc1)c1cccs1 (stereo unspecified)	3	-1	4	5	-11	-1	-5	0	1	-1
O=C(CCc1c[nH]c2ccccc12)N/N=C/c1ccc2c(c1)OCO2	-6	6	5	6	-8	-5	-13	-2	-2	4
Cc1ccc(NC(=S)Nc2cc(C(=O)O)ccc2N2CC3CC(C2)c2cccc(=O)n2C3)cc1C (stereo unspecified)	2	2	4	9	0	2	7	-4	7	4
CCc1nnc(NC(=O)c2n[nH]c(=O)c3ccccc23)s1	5	-1	-3	6	-6	-1	19	-1	7	6
Cc1c(C(=O)NCCN(C)C)n(C)c(=O)c2ccccc12	-2	-4	4	9	nt	-1	-6	2	2	-1
CC(=O)NS(=O)(=O)c1ccc(N/C(N)=N/c2nc(C)cc(C)n2)cc1	-1	1	7	-6	4	-2	5	-3	10	-1
CN1C(=O)c2ccccc2N(C)C1c1ccc2c(c1)OCO2 (stereo unspecified)	-7	2	4	0	-6	-2	-4	-2	-3	-6
O=C(NC1CCCCC1)N(Cc1cc2cc3c(cc2[nH]c1=O)OCCO3)C1CCCCC1	-7	-1	-6	-1	-3	-7	12	-1	1	3
Cc1ccc(S(=O)(=O)N(C)c2ccc(OCC(=O)OCc3nnc(-c4ccccc4)o3)cc2)cc1	4	1	-2	-1	-16	4	1	-5	0	6
CCCCNC(=O)C1CCN(c2nc(C)cc(C)n2)CC1	11	0	-4	-2	0	3	4	0	2	-7
COc1ccc(C(=O)Nc2c(N)nc(SCC(=O)Nc3ccc(NC(C)=O)cc3)[nH]c2=O)cc1	-3	3	3	6	-2	4	-14	1	-7	5
O=C(/C=C/c1cccs1)NCc1cccnc1	2	2	-2	-4	-4	2	2	0	-2	2

Other structures
structure	TCR-CD3 inh	PRMT1 FP inh	MBD2 inh	SIAE primary	HTRA1 inhibitor	NPR2 activator	TDP2 inh	LEDGF integ inh	mABHD4 FP	rCAG binder
CC1=C(C(=O)OC(C)(C)C)C(c2ccc3ccccc3c2)NC(=O)N1C (stereo unspecified)	-1	3	4	-5	-14	0	-3	0	-10	-2
CCc1nc2nc(C)c(NS(=O)(=O)c3ccc4c(c3)CCCC4)c(=O)n2[nH]1	11	-3	2	1	-6	-1	-6	-1	3	13
COc1ccc(CCn2nc(C)c([N+](=O)[O-])c2C)cc1	-2	-1	3	0	2	-3	17	-1	5	-4
COc1cc(C(=O)NCC(=O)N/N=C/c2cccc(OC(=O)c3ccco3)c2)cc(OC)c1OC	6	0	-2	-1	15	0	3	4	3	2
COc1ccc(S(=O)(=O)NCC2CCC(C(=O)NCc3cccnc3)CC2)cc1 (stereo unspecified)	-7	-1	-2	-3	8	-1	14	-5	2	-5
N#Cc1c(-c2ccccc2)nc2n(c1=O)CCS2	0	1	2	3	-3	1	12	0	1	0
CCOCCCNC(=S)NCCNc1nc2ccc(C)cc2cc1C#N	1	0	-3	-1	-4	-4	-7	-2	-2	3
CN(C)c1ccc(/C(=N\O)c2ccccc2)cc1	-3	4	4	-1	-4	6	12	-2	9	0
Cc1ccc(C(=O)NC(=S)NNC(=O)c2ccccc2[N+](=O)[O-])cc1	13	12	0	-4	0	4	3	0	9	7
CCN1CCN(Cc2ccccc2NC(=O)Nc2ccc(C)cc2)CC1	4	-4	1	1	6	5	-2	-2	-4	-2
O=C(CCCCCn1c(=S)[nH]c2ccc(N3CCOCC3)cc2c1=O)NCc1ccc2c(c1)OCO2	-3	-3	0	3	3	4	9	-5	2	0
CCOC(=O)c1ccc(NC(=S)NC2CC(C)(C)NC(C)(C)C2)cc1	8	0	-1	-6	-3	9	-4	-1	2	7
O=C1CCC(C(=O)Nc2ccccc2)N1 (stereo unspecified)	5	-3	-4	-5	5	3	-14	-3	1	3
COc1ccc(NC(=S)N(CCCN2CCCC2)Cc2cccn2Cc2ccc(Cl)cc2)cc1Cl	-8	-2	2	7	-15	-12	14	1	17	2
COC(=O)C1CCN(C(=O)COC(=O)CCc2nc3ccccc3c(=O)[nH]2)CC1	-3	4	5	-12	4	11	-4	-2	3	-5
CC(Sc1ccc(Cl)cc1)C(=O)NNC(=O)c1ccncc1 (stereo unspecified)	4	-3	2	14	0	-4	-3	1	4	1
Cc1ccc(C)c(N2C(=O)CC(Cc3ccc(Br)cc3)C2=O)c1 (stereo unspecified)	-8	0	0	-5	1	-5	-3	-2	0	-5
N#C/C(=N\Nc1ccccc1F)c1nc(-c2ccccc2)cs1	-4	1	2	-2	3	2	-7	-4	-2	0
O=C(NCC1CCCO1)c1cccc(F)c1 (stereo unspecified)	-1	0	1	1	-5	-6	3	-2	3	2
COc1ccc(Cc2nnc(NC(=O)c3ccc(Cl)c([N+](=O)[O-])c3)s2)cc1	-7	0	1	-4	-2	-3	7	4	5	4
CN(CC(=O)NCc1ccc2c(c1)OCO2)CC(=O)Nc1ccc(F)c(F)c1F	1	-2	-7	5	-6	-1	-10	2	2	1

Looked up one by one from the entries so far, two records:
structure	TCR-CD3 inh	PRMT1 FP inh	MBD2 inh	SIAE primary	HTRA1 inhibitor	NPR2 activator	TDP2 inh	LEDGF integ inh	mABHD4 FP	rCAG binder
CCc1nnc(NC(=O)c2n[nH]c(=O)c3ccccc23)s1	5	-1	-3	6	-6	-1	19	-1	7	6
Cc1cc(=O)n2c(C)n[nH]c2n1	0	0	-1	-1	6	6	6	-3	5	3

Compound activity: PubChem, several laboratories
